12-LOX inh = inhibitors of human 12S-lipoxygenase ALOX12 | purified 12hLO, xylenol orange hydroperoxide absorbance | 580,000 tested, 1.1% active | Potency, µM (titrated, usually from 108 µM), for inactives: top-dose activity change, negative = inhibition, actives largely listed as inhibitors; active means well fitted inhibition curve with a large enough effect; inconclusive means small, poorly fitted or top-dose-only effect, or another doubt; inactive means no such curve, though single readings can be large or run the other way
Target sequence (P18054 whole entry, looked up): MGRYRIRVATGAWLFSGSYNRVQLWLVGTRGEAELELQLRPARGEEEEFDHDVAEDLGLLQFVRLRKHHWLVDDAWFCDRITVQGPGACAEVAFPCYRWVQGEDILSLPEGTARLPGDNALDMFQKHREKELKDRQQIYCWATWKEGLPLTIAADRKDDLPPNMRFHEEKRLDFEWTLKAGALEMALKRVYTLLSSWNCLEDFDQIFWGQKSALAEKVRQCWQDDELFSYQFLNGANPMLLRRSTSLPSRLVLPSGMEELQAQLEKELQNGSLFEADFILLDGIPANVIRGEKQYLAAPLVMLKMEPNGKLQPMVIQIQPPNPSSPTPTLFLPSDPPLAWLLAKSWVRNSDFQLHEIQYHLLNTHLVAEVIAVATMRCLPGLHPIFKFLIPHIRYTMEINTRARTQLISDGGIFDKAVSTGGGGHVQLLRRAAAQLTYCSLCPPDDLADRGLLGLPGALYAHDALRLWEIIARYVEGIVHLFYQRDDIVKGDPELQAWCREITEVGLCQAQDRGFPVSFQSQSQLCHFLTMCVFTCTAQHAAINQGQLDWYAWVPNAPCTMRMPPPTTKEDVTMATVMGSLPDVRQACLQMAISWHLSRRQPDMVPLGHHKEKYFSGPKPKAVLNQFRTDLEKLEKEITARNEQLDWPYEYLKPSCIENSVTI
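Purified human 12hLO (150 nM final) in 25 mM Hepes, 0.01% Triton X-100, pH 7.0 was preincubated 15 min at room temperature with compound. Then 40 uM arachidonic acid was added, 30 min. Hydroperoxide was read by Fe-XO absorbance ratio 573/405 nm.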
* = called active by the depositor; ? = inconclusive; [ ] = another dose, or the depositor's remark. On the % scale 0 is the no-effect control and ±100 the full control effect; potency means the concentration at half of the fitted maximal effect.

SMILES | 12-LOX inh
CCOc1cc(/C=C2/NC(=O)NC2=O)cc(I)c1OCc1ccc(C(=O)O)cc1 | ?
COCCn1c(=O)c(-c2ccc(OC)cc2)nc2cnc(N3CCOCC3)nc21 | 0%
COc1ccc(C(=O)N2CCC[C@@]3(CCN(c4ccccc4)C3)C2)cc1 | -21%[57.4 µM]
O=C(Nc1ccc(-c2nnc3n2CCCC3)cc1)Nc1ccccc1F | 41%
CC(=O)c1cccc(NC(=O)C2CC3CCCC(C2)C3=O)c1 (stereo unspecified) | 2%
CC(=O)Nc1ccc(NC(=S)NC(NC(=O)c2ccc(C)cc2)C(Cl)(Cl)Cl)cc1 (stereo unspecified) | 32µM*
Cc1ccc(-n2nc3n(c2=O)CCN(C(=O)Cc2ccccn2)C3)cc1 | -3%
CN1CCN(NC(=O)c2ccccc2Br)CC1 | ?
Cc1cccc(OCC(C)CN2CCC(C(O)(c3ccccc3)c3ccccc3)CC2)c1 (stereo unspecified) | ?
C[C@H](NC(=O)Cc1cc(F)cc(F)c1)C(=O)N[C@H](C(=O)OC(C)(C)C)c1ccccc1 | 1%[57.4 µM]
COc1ccc(CN2CC[C@@H]3[C@H]2C(=O)NC[C@H](CCC(=O)NCc2ccco2)N3C)cc1 | 18%
c1ccc2sc(-c3cc(NCCN4CCOCC4)nc4ccccc34)nc2c1 | ?
CCCc1cc(=O)oc2cc(OS(=O)(=O)c3cccc(C#N)c3)ccc12 | -2%
Cc1noc2c(-c3cccc(CO)c3)cc(-c3ccc(F)cc3)nc12 | ?
O=C(NCCn1cccc1-c1nc(-c2ccc3c(c2)OCO3)no1)c1ccccc1F | 45%[activator]

The last 2 compounds of the section above lead into the next:
SMILES | 12-LOX inh
Cc1noc2c(-c3cccc(CO)c3)cc(-c3ccc(F)cc3)nc12 | ?
O=C(NCCn1cccc1-c1nc(-c2ccc3c(c2)OCO3)no1)c1ccccc1F | 45%[activator]
Cc1nnc2ccc(NC(C)C)nn12 | 17%
Cc1ccc(F)cc1NC(=O)Cc1c[nH]c2ccccc12 | 1%
CCCCCCOc1ccc(/C=C/c2nc3ccccc3s2)cc1 | -10%
CN1C(=O)CCC2(CNC(=O)c3ccncc3)CCC=C12 (stereo unspecified) | 52%[activator]
COc1ccccc1C(=O)N1CCCCCC1c1nc(C)no1 (stereo unspecified) | 39%
CN1CCCCC(CC(=O)Nc2ccc3c(c2)OCCO3)C1=O (stereo unspecified) | 4%
COc1cc(NC(=O)CSc2ncc(-c3ccc(F)cc3)o2)cc(OC)c1 | -14%
CCN1CC(c2nc3ccccc3n2Cc2cccc3ccccc23)CC1=O (stereo unspecified) | 44%[activator]
CC(=O)N1CCc2cc(S(=O)(=O)CCC(=O)N3CCC(CCOc4ccccc4)C3)ccc21 (stereo unspecified) | -1%
Cc1cc(C(=O)NCC(=O)NC(C)C)c2ccccc2n1 | -4%
COc1ccc(C2(C(=O)NCC3Cn4cccc4C(=O)N3C)CC2)cc1 (stereo unspecified) | 1%
CC(C)(CN)C12CC3CC(CC(C3)C1)C2 | 0%
CC(C)C1C(=O)N(C)CCN1C(=O)c1cc(COc2cccc(F)c2)[nH]n1 (stereo unspecified) | 12%
O=C(NCCCN1CCOCC1)c1cnn(-c2ncc3c(n2)-c2ccccc2CC3)c1C1CC1 | 9%
COCCNC(=O)CC[C@]12CC[C@](C)(O)C[C@H]1C(C)(C)C[C@@H]2NC(=O)CC(C)(C)C | 1%[176 µM]
O=C(Nc1ccc2ncnc(N3CCCCC3)c2c1)c1ccc2c(c1)OCO2 | 38%
CC(C)C(=O)N1CCc2ccc(C(=O)NC3CC3)cc21 | -17%
Cc1ccc(Cn2c(C3CCN(C(=O)c4ccc(C)s4)CC3)n[nH]c2=O)cc1 | ?
NC(=S)NCc1ccccc1Cl | ?
CN1[C@@H](CCC(=O)NCc2cccs2)CNC(=O)[C@@H]2[C@H]1CCN2Cc1ccccc1 | 29%[176 µM]
Cc1nc(N2CCCCC2)ncc1C(=O)N1C[C@@H](CN(C)C)C[C@H](CO)C1 | 68%[activator]
Cc1nc(C(C)NC(=O)c2coc(COc3cccc(F)c3F)n2)cs1 (stereo unspecified) | 7%
Cc1nn(CC(=O)c2cc(C)n(C3CC3)c2C)c(=O)c(C#N)c1C | -17%
CCCN(Cc1ccncc1)C(=O)c1cnc(-c2ccccn2)[nH]c1=O | 48%[activator]
O=C1NC[C@H](CCCCN2C[C@H](Cc3ccccc3)N(Cc3ccccc3)C(=O)C2=O)N(CCc2ccccc2)C1=O | ?
O=C(N[C@H](C(=O)N1CCC[C@H]1C(=O)NCc1ccccc1)c1ccccc1)c1ccc(Cl)cc1Cl | -5%
Cc1ccc(CNC(=O)CSc2nc3[nH]ncc3c(=O)n2-c2ccccc2)cc1 | -7%
CN(C)Cc1cc(CC2(NCc3ccc(C#N)cc3)COC2)no1 | 4%[176 µM]
NC(=O)c1ccccc1OC/C=C/c1ccccc1 | 7%
Cc1ccccc1N=C/C(=C/Nc1ccccc1C)[N+](=O)[O-] | ?

Shown as a hit in 12-LOX inh, of those listed so far:
SMILES | 12-LOX inh
CC(=O)Nc1ccc(NC(=S)NC(NC(=O)c2ccc(C)cc2)C(Cl)(Cl)Cl)cc1 (stereo unspecified) | 32µM*

The list goes on.
SMILES | 12-LOX inh
C[C@H]1[C@H]2CC[C@H]3[C@@H]4CC=C5C[C@@H](N(C)C)CC[C@]5(C)[C@H]4CC[C@]23CN1C | -8%[22.9 µM]
CCCC(=O)Nc1ccc(-c2nc(N)sc2C)cc1 | ?
Nc1ccccc1CN1CCCC2(Cc3ccccc3CNC2=O)C1 (stereo unspecified) | ?
O=C(CCl)c1c[nH]c2ccccc12 | ?
O=C(NC1CCCCC1)c1cc2sc3ccccc3c2s1 | -13%
O=C(O)C/C(=C/c1cccnc1)c1nc2ccccc2s1 | ?
COc1ccc(C(=O)N2CCC(c3nn(-c4ccc(F)cc4)c(=O)[nH]3)CC2)cc1 | ?
N#Cc1ccc(CN2CC[C@H](c3nnc(Cc4ccccc4)o3)C2)cc1 | 14%[176 µM]
CCC(CC)c1cc([C@H]2CN3CC[C@H]2C[C@@H]3CNC(=O)c2cc(OC)c(OC)c(OC)c2)nc(-c2ccncc2)n1 | 3%
CCc1c(C(=O)c2ccc[nH]2)oc2ccc(Br)cc12 | ?
Cc1ccc(NC(=O)N2CCc3c(c4cc(F)ccc4n3C)C2)cc1 | 23%
CCn1ccc(C(=O)N2CCCCCNC(=O)[C@H]3C[C@H](C(=O)N4CCc5ccccc5C4)C[C@H]32)n1 | 12%
CCCC(=O)N1CCCC(c2noc(COc3ccccc3F)n2)C1 (stereo unspecified) | 30%[activator]
CNC(=O)N1C[C@@H](CN(C)C)[C@H](NS(=O)(=O)c2cc(F)ccc2C)C1 | ?
CCOc1cc(=O)n2c(c1C(=O)Nc1cccc(C#N)c1)CCCC2 | 1%
Cc1ccccc1-c1cc(C(=O)O)c2cccc(C)c2n1 | -2%
CCn1cc(CN2CCC([C@@H]3CNC[C@H]3CO)CC2)c(C)n1 | ?
CN(C)c1ccc(-c2nnnn2[C@H]2CO[C@H]3[C@@H]2OC[C@@H]3NC(=O)Nc2ccc(Oc3ccccc3)cc2)cc1 | -8%
CCOC(=O)c1cc2cc(Oc3cccc(C)c3)ccc2n1C | -1%
Cc1cccc(CNC(=O)C2(C)CCCCC(=O)N2)c1 (stereo unspecified) | 14%
Cc1ccc(OCC(=O)Nc2ccc3[nH]ncc3c2)cc1C | 14%
Cc1cc(N2CCNC[C@@H]2C)ccc1N1CCS(=O)(=O)CC1 | ?
COCCCNC(=O)C(NC(=O)c1ccccc1)C1CCN(C(=O)c2ccc(C)cc2)CC1 (stereo unspecified) | 36%
CCCS(=O)(=O)N1C[C@@H](Oc2cccnc2)C[C@@H]1C(=O)NCCOC | 21%
COc1ccc(C2CCCN2Cc2cc(=O)oc3cc(C)c(C)cc23)cc1 (stereo unspecified) | -24%
CC(Oc1ccc(Cl)cc1)C(=O)OCc1nc(N)nc(N)n1 (stereo unspecified) | 3%
O=C(O)CC(C(=O)O)c1ccc(OCCCOc2ccc(C(CC(=O)O)C(=O)O)cc2)cc1 (stereo unspecified) | ?
Cc1ccc(C)c(NC(=S)N/N=C/C2=CCC3CC2C3(C)C)c1 (stereo unspecified) | ?
CCOc1ccc(CNC(=O)c2ncoc2-c2cccs2)cc1 | -48%
CC[C@@H]1[C@H](NC(=O)C2(c3ccc(S(C)(=O)=O)cc3)CCC2)[C@@H]2CCO[C@H]12 | 17%

Exported as labelled records: entries from further up
CC(Oc1ccc(Cl)cc1)C(=O)OCc1nc(N)nc(N)n1 (stereo unspecified)
  12-LOX inh: 3%

O=C(O)CC(C(=O)O)c1ccc(OCCCOc2ccc(C(CC(=O)O)C(=O)O)cc2)cc1 (stereo unspecified)
  12-LOX inh: ?

Cc1ccc(C)c(NC(=S)N/N=C/C2=CCC3CC2C3(C)C)c1 (stereo unspecified)
  12-LOX inh: ?

CCOc1ccc(CNC(=O)c2ncoc2-c2cccs2)cc1
  12-LOX inh: -48%

Additional entries
SMILES | 12-LOX inh
Cc1cccc(NC(NC(=O)C(C)C)(C(F)(F)F)C(F)(F)F)c1 | -27%
CCC(=O)NC1CCN(C(=O)N2CC3CC(C2)[C@H]2CCCC(=O)N2C3)CC1 (stereo partly specified) | 56%[activator]
CCn1nccc1-c1nc(-c2nnn3c2COC(c2ccc(C)cc2)C3)no1 (stereo unspecified) | 46%
CC(C)CCC(C)NC(=O)c1ccc(CN2CCCC2=O)cc1 (stereo unspecified) | 20%
OCCCCCCCCCCCCCCCO | ?
COc1ccc(-c2noc(CN(C(=O)c3ccc(Br)o3)C3CCCCC3)n2)cc1 | 13%
Cc1ccc(CN(C)C(=O)c2coc(COc3ccc4c(c3)OCO4)n2)o1 | ?
COC(=O)[C@H](CC(C)C)N(CCCc1cn(Cc2ccccc2)nn1)S(=O)(=O)c1ccc(F)cc1Br | -15%
O=C(COc1ccc2ccc(=O)oc2c1)N1CCCc2ccccc21 | ?
O=C(NCc1ccncc1)c1coc(CN2CCN(C/C=C/c3ccccc3)CC2)n1 | 51%[activator]
COC[C@@H]1CN(S(=O)(=O)Cc2ccccc2)C[C@H]1c1ccncc1 | 5%
COCCNC(=O)[C@H]1C[C@H](Oc2ccccc2)CN1Cc1cccn1C | 4%
O=C(NCc1nnc2n1C(C(=O)N1CCCC1)CC2)Nc1cccnc1 (stereo unspecified) | 6%[6.33 µM]
O=C1CCN(C(=O)CC2CCCC2)CCCC(c2nc(-c3ccccc3)no2)CCN1 (stereo unspecified) | -3%
O=C1CC(c2ccccc2)N(C(=O)CNC(=O)c2cc(CN3CCOCC3)on2)CCCCCN1 (stereo unspecified) | 18%
COc1cccc(-c2nnnn2[C@H]2CO[C@H]3[C@@H]2OC[C@@H]3NC(=O)c2ccc(N(C)C)cc2)c1 | -31%
Cc1nc2sc3c(c2c2nc(C(=O)NCC(C)C)nn12)CC(C)(C)OC3 | -8%
CC1(C(=O)NCc2ccc(Cl)cc2)Cn2c(ccc2-c2ccco2)C(=O)N1C1CC1 (stereo unspecified) | -13%
CCOC(=O)[C@]12CCC=C1N(CCC1=CCCCC1)C(=O)[C@H](CC(=O)NCc1ccc(OC)c(OC)c1)C2 | 4%
CNC(=O)[C@H]1C[C@H](Oc2ccccc2)CN1C(=O)NCc1ccccc1 | 9%
Cc1cc(N2CCC(NCc3noc(C)n3)CC2)nc(-c2ccccc2O)n1 | -8%
CC(NC(=O)c1cc(-c2ccco2)nc2ccccc12)c1ccccc1 (stereo unspecified) | 45µM*
O=C(O)c1ccccc1SC(F)F | ?
Cc1[nH]c2ccccc2c1C(C(=O)O)N1CCN(c2cc(C)c3ccccc3n2)CC1 (stereo unspecified) | -28%
COc1cccc(NC(=O)CSc2ncc(-c3ccc(F)cc3)o2)c1 | -14%
COC1CCC12CCN(C(=O)COc1ccc(F)cc1)CC2 (stereo unspecified) | 0%
Cn1c(-c2ccccc2)c(C(=O)CSc2ncc(C(F)(F)F)cc2Cl)c2ccccc21 | 39%[activator]
CCc1ccccc1NC(=O)CSc1nnc2[nH]c(=O)c(Cc3ccc(C)cc3)nn12 | 0%
OC[C@@H]1CNC[C@H]1C1CCN(Cc2ccc(Cl)c(F)c2)CC1 | 13%
CCOc1cc(C)c(C(C)C)cc1S(=O)(=O)n1ccnc1C(C)C | 6%
COc1ccc(CC(=O)Nc2ccc(=O)n3c2[C@@H]2C[C@@H](CN(S(=O)(=O)c4ccc(OC)cc4)C2)C3)cc1 | 64%[activator]
O=S(=O)(NCc1cn(Cc2ccccc2)nn1)c1ccccc1Br | 9%
O=c1c(O)c(-c2cc(O)c(O)c(O)c2)oc2cc(O)ccc12 | ?
COc1ccc(CN2CCNc3cnc(Nc4cccnc4)cc3C2)cc1O | 80%[activator][176 µM]
CCn1ccc(C(=O)N2CCC3(CC2)c2[nH]c4ccccc4c2CCN3C)n1 | ?
CC1CCC(NC(=O)CN2C(=O)NC3(CCC(C)CC3)C2=O)CC1 (stereo unspecified) | 2%
CCCC(C)C(=O)Nc1cc(C(=O)OCC)cc(C(=O)OCC)c1 (stereo unspecified) | -1%
COc1ccc(-c2[nH]nc3ncc(-c4ccc(OC)nc4)nc23)c(C)c1 | ?
O=C1COCCN1c1cc(-c2cnc3[nH]ccc3c2)cn2cncc12 | 53%[activator][176 µM]
O=C(NCc1cccnc1Oc1cccc(C(F)(F)F)c1)c1cccs1 | 9%
CC(C)CCN1CCCC2(C1)C(=NC1CCCC1)NC(=O)N2c1cccnc1 (stereo unspecified) | 8%[6.33 µM]

Source: PubChem BioAssay (National Center for Advancing Translational Sciences (NCATS))

This is a subset, so the mix of outcomes need not match the whole.
